aSyn tox rescue: qHTS of alpha-syn Inhibitors: NCGC Sytravon Library Screen; S. cerevisiae alpha-synuclein toxicity rescue, BacTiter-Glo growth, 24 h; Potency, µM (doses to about 46.1 µM), for inactives: top-dose growth rescue (activation), actives largely listed as activators; 94,000 compounds, 0.02% hits; AID 1347070, 2019; active = well fitted activation curve with a large enough effect; also: 0% is about no effect
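Growth restoration measured by BacTiter-Glo luminescence after 24 hr at 30 deg C; alpha-synuclein yeast, raffinose-pregrown to mid-log, were added at OD600=0.02 in galactose medium onto pinned compounds.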
Starred values were filed as active, the others as inactive; & = joins results of further samples. Potency is read from the fitted curve at half-maximal effect.

SMILES | aSyn tox rescue
CCN(c1ccc(OCC(=O)OCC(=O)Nc2ccc(F)c(F)c2F)cc1)S(=O)(=O)c1ccccc1 | -4%
CCOc1ccc(N2C(=O)c3[nH]nc(-c4ccc(OC)cc4)c3C2c2cccs2)cc1 (stereo not given) | 6%
Cc1ccc(C)c(NC(=O)Cn2cnc3c(oc4ccccc43)c2=O)c1 | -11%&2%
CCCCCn1c(=O)[nH]c2cc(C(=O)NCc3ccc(Cl)cc3)ccc2c1=O | 1%
Cc1cc2c(cc1C)NC(CC(=O)Nc1ccccc1)C(=O)N2 (stereo not given) | -12%
CCc1nn(CC(=O)NC(C)CCc2ccccc2)c(=O)c2cc3cc(F)ccc3n12 (stereo not given) | 0%
CCS(=O)(=O)N1CCc2cc(C(=O)NCCc3ccc(OC)c(OC)c3)ccc21 | -5%
COc1ccc(CC(=O)NCCc2ccc3c(c2)OCO3)cc1OC | -3%
CC(C)(C)C1CCC(=NNC(=O)c2ccc(Br)o2)CC1 (stereo not given) | 0%
Cc1ccc2c(c1)C(=O)OC(C(=O)Nc1ccccc1C(=O)O)C2 (stereo not given) | -6%
CC1(C)Cc2cccc(C(=O)NCc3ccco3)c2O1 | -3%
Fc1ccc(CNc2cc(-c3ccccc3)nc3nncn23)cc1 | -4%
CC(=O)Nc1cccc(NC(=O)CSc2ncc(C(=O)Nc3ccccc3)c(=O)n2C)c1 | 6%
COc1ccc(Br)cc1C1C(C(=O)Nc2ccc(C)cc2C)=C(C)Nc2ncnn21 (stereo not given) | -5%
Cc1ccc(N(C(=O)c2snc(C(N)=O)c2N)C(C(=O)NCC2CCCO2)c2ccc3ncccc3c2)cc1 (stereo not given) | 0%
COc1ccc(CNC(=O)CSCc2nc(-c3ccccc3C)oc2C)cc1 | 5%
COc1ccc(Cl)cc1NC(=O)c1cc(-c2cc(C)ccc2O)n[nH]1 | -4%
Cc1ccc([C@H]2N[C@]3(CCCN(Cc4ccc(C(F)(F)F)cc4)C3=O)[C@H]3C(=O)N(Cc4ccccc4)C(=O)[C@@H]23)cc1 | -5%
O=C(COC(=O)c1cccc(F)c1)Nc1cccc(S(=O)(=O)N2CCCCC2)c1 | 5%
O=c1cc(-c2ccccc2)oc2cc(O)cc(O)c12 | -1%
COc1ccc(CNC(=O)C2CCN(c3nc4ccccc4[nH]3)CC2)c(OC)c1 | 1%
CCc1nnc(NC(=O)c2cc(Cl)ccn2)s1 | 22%
COCCNC(=O)c1ccc2c(=O)n(CCc3ccccc3)c(SCC(=O)CC(=O)OC)nc2c1 | 7%
Cc1cc(C)c(S(=O)(=O)N2CCCCCC2)cc1Br | 3%
COc1ccccc1CNS(=O)(=O)c1cc(C(=O)NCc2ccccn2)c(Cl)cc1Cl | -12%
CCOC(=O)c1cccc(NC(=O)c2cc3c(=O)n(Cc4ccccc4)ccc3nc2C)c1 | 0%
COc1ccccc1N1CCN(S(=O)(=O)c2cnc[nH]2)CC1 | -2%
O=C(/C=C/c1ccccc1)Nc1cccnc1Oc1ccccc1F | -5%
O=C(NCc1ccccc1Cl)C(=O)NCC(c1cccs1)S(=O)(=O)c1ccccc1 (stereo not given) | 4%
CCCCn1cc(S(=O)(=O)c2ccc(Cl)cc2)c(=O)c2cc(F)c(N3CCCC(C)C3)cc21 (stereo not given) | -7%
CC(=O)Nc1ccc(S(=O)(=O)Nc2cccc(-c3ccc(N4CCC(C)CC4)nn3)c2)cc1 | -6%
CC(=O)Nc1ccc(S(=O)(=O)N(CC(=O)NCC2CCCO2)Cc2ccccc2Cl)cc1 (stereo not given) | 2%
COc1ccccc1OCCNC(=O)C1CC(=O)N(c2ccc3c(c2)OCCO3)C1 (stereo not given) | 1%
O=C(COC(=O)C1COc2ccccc2O1)c1ccccc1 (stereo not given) | -2%
CCOc1ccc(CNC(=O)c2ccc(Sc3ccc(Cl)cc3)c(NC(C)=O)c2)cc1OC | -1%
O=C(Nc1ccc(SC(F)F)cc1)c1cc(-c2cccs2)on1 | -8%
Cc1ccc(-n2c(=O)c3c(cnn3C)n(Cc3ccccc3F)c2=O)cc1 | -8%
COc1ccc(N2CC(NC(=O)c3cccs3)CC2=O)cc1 (stereo not given) | 11%
Cc1noc(C)c1S(=O)(=O)N1CCN(c2ccccc2)CC1 | 3%
Cc1cccc(C)c1Nc1c(-c2ccccc2O)nc2ncccn12 | -1%&-1%
O=C(O)CCc1nn2c3ccccc3n(Cc3ccccc3F)c2nc1=O | 9%
CC1CCN(S(=O)(=O)c2cccc(C(=O)N(C)C3(C)CCS(=O)(=O)C3)c2)CC1 (stereo not given) | -9%
Cc1cccc(OCC(=O)Nc2cc(Cl)ccc2-n2cncn2)c1C | -1%
CCOc1ccc(CN(C)C(=O)CNC(=O)Cc2cccc3ccccc23)cc1 | -13%
O=C(CCN1C(=O)/C(=C/c2cccs2)SC1=S)Nc1cccc(O)c1 | 1%
Cc1ccc(CNC(=O)c2ccc(S(=O)(=O)N3CCCC3)cc2)cc1 | -1%
Cc1cccc2nc(-c3ccco3)c(Nc3ccc4c(c3)OCCO4)n12 | -11%
CCOc1cc(/C=C(\CC(=O)O)c2nc3ccccc3s2)ccc1OC | -29%
Cc1ccc2nc(CN3CCN(S(=O)(=O)c4ccc(F)cc4)CC3)oc2c1 | 19%
COc1ccc(CNC(=O)COCc2cc(-c3ccc4c(c3)OCO4)on2)cc1 | -1%
Cc1ccc(NC(=O)CN2CCN(C3CCCCC3)C(=O)C2=O)cc1 | -4%
N#Cc1ccc(-c2cccs2)nc1SCC(=O)Nc1cccc(C(F)(F)F)c1 | 1%
Cc1nc2nc(-c3ccc(Cl)cc3Cl)nn2c(C)c1CCC(=O)Nc1ccc(F)cc1 | 9%
COc1ccc(OC)c(CCNC(=O)c2nc(-c3ccc(Cl)cc3)n3c2CCCCC3)c1 | 22%
CCOc1ccccc1NC(=S)N1CCC(NC(=O)c2ccco2)CC1 | 0%
Cc1n[nH]c(=O)c2c(NC(=O)COC(=O)c3ncc(Cl)c(Cl)c3Cl)oc(C)c12 | 0%
CC(=NO)c1cc(Br)c2cccc3c2c1CC3 | 10%
Cc1ccc(NC(=O)c2c(C)oc3nc(C)nc(N4CCCC4)c23)c(C)c1 | 4%
COc1ccc(NC(=O)Cn2c([N+](=O)[O-])cnc2C)c(OC)c1 | -2%
CCCN1CCN(C(=O)Cn2nc(CC)n3c(cc4sccc43)c2=O)CC1 | -2%

(continued)
SMILES | aSyn tox rescue
COc1ccc(CCNC(=O)CCc2c(C)nc3c4c(C)cc(C)nc4nn3c2C)cc1OC | -4%
CC(=O)N1CCc2cc(Br)cc(S(=O)(=O)N3CCc4ccccc43)c21 | -6%
CC1CCN(S(=O)(=O)c2cc(C(=O)N3CCN(c4ccccc4)CC3)ccc2Br)CC1 | 4%
O=C(O)CC(CN1C(=O)c2ccccc2C1=O)c1ccccc1 (stereo not given) | 11%
Cc1nc2nc(NCc3cccc(Cl)c3)[nH]n2c(=O)c1Cc1ccccc1 | -3%
O=C(NNC1=NS(=O)(=O)c2ccccc21)c1ccc([N+](=O)[O-])cc1 | 5%
Cc1ccc(SCC(=O)NN2C(=O)c3ccccc3C2=O)cc1 | 14%
O=C(Nc1nc2ccccc2n1CCOc1ccccc1Cl)c1ccccc1 | 4%
O=C(Cc1ccc(Br)cc1)NCCc1ccccc1 | 8%
CN(C)C(CNC(=O)c1cc(S(=O)(=O)N(C)Cc2ccccc2)ccc1Cl)c1ccco1 (stereo not given) | 7%
COC(=O)c1cn(C(=O)c2cc(C)cc(C)c2)c2ccccc12 | -7%
COc1ccc(-c2cccc(NS(=O)(=O)c3cc(C)c(OC)c(C)c3C)c2)nn1 | 2%
Cn1c(=O)oc2cc(S(=O)(=O)CCC(=O)NCc3ccccc3)ccc21 | -9%
O=C(Cc1cccs1)NCCSc1c(-c2ccc(Cl)cc2)[nH]c2ccccc12 | 0%
COc1ccc(NC(=O)Nc2nnc(N(C)C3CCCCC3)s2)c(OC)c1 | 3%
O=C(CSc1ccccc1C(=O)O)NC1CCCCCC1 | 2%

These rows are one share of the data (hit frequency here may not be typical).
